TAG inh: reduces triacylglycerol accumulation in H9c2 cells; Nile Red lipid (TAG) fluorescence; cells loaded with 200 µM oleic acid; inhibition, % at 12.5 µM; 0.66% of 230,000 active;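 active = pattern-corrected inhibition of lipid staining of at least 50% with the nuclear-stain viability signal not falling by more than 50%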;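 note: 0% = DMSO wells and 100% = triacsin C control wells; some results filed as inactive read as strong as hits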
TAG inh DAPI viability: second read-out of TAG inh, no call of its own (marks repeat the call); DAPI nuclei signal change (viability), lower = more cytotoxic, %;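 whole-well DAPI fluorescence read on a plate reader as a viability signal; minus 50 percent equals half of cells still viable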
Numbers without * were called inactive.

SMILES | TAG inh | TAG inh DAPI viability
CCOc1ccccc1NC(=O)C(NCCN(C)C)c1ccccc1 (stereo not drawn) | 0.4 | 1.5
COCCCn1nnnc1SCC(=O)N1CCN(C(=O)c2ccco2)CC1 | 2.1 | 11.5
Cn1c(SCC#N)nnc1-c1ccc2c(c1)OCO2 | 2.4 | 4.4
O=S(=O)(NC1=NCCCCC1)c1ccc(F)cc1 | 10.1 | -3.9
CCN(CC)S(=O)(=O)c1ccc(OC(C)C)c(NC(=O)C2=COCCO2)c1 | -7.4 | 4.6
Cc1c(N=C/C=C/c2ccccc2)cnn1C | 5.0 | 5.9
CC(C)C[C@H]1CN=C(Nc2ccccc2)N1CCCC1CCCC1 | 41.2 | -24.6
Cc1ccc(NC(=O)CC2S/C(=N/N=C3/NC(=O)CS3)NC2=O)cc1 (stereo not drawn) | -11.1 | 7.4
O=C1c2ccccc2C(Nc2ccc(F)cc2F)N1CCN1CCOCC1 (stereo not drawn) | 3.4 | 8.9
COc1ccc(S(=O)(=O)NC(=O)C2(C)CCN2C(=O)C(C)(C)c2ccccc2)cc1 (stereo not drawn) | -1.5 | -1.5
N#CCSc1nc2ccccc2c(=O)n1CCCC(=O)NCc1ccco1 | 6.1 | 1.7
COC(=O)C1=C(C)N(Cc2ccc(OC)c(OC)c2)C(=O)C1 | 13.4 | -2.4
Cc1cc(C)n2nc(C(=O)N/N=C/C=C/c3ccccc3)nc2n1 | 3.6 | -5.5
OC(c1ccccc1)c1ncc(-c2cccc(OCc3ccccc3)c2)[nH]1 (stereo not drawn) | 9.7 | -6.8
Oc1ccc(C=NNC(=S)Nc2ccc(F)cc2)c(O)c1 | -1.5 | -15.8
CCc1nc2c(OCc3cccc(Cl)c3)cccn2c1N(C)C(=O)c1ccncc1 | 6.6 | 3.3
O=C(O)c1cccc2cccc(-c3c4ccc(=O)c(O)c-4oc4c(O)c(O)ccc34)c12 | 4.0 | -4.1
CCOC(=O)N1CCN(Cc2nc(CC3CC3)no2)CC1 | -4.6 | -0.5
CN(c1ccc(C(=O)NCCSCc2ccco2)cc1)S(C)(=O)=O | 9.1 | -10.1
CCOc1ccc(-c2nc(CN(Cc3ccccc3)C[C@@H]3CCC(=O)N3)c(C)o2)cc1 | -10.8 | 4.7
CC(C)(C)NC(=O)C(=O)NN=C1CCCCCCC1 | -3.4 | 3.5
CC(=O)Nc1cccc(NC(=O)C(F)(F)F)c1 | -1.2 | -1.4
Cc1ccc(S(=O)(=O)NN=C2CCC(C(C)(C)C)CC2)cc1[N+](=O)[O-] (stereo not drawn) | -6.8 | 2.2
O=C1CC(N2CCN(c3ccc(F)cc3)CC2)C(=O)N1Cc1ccccc1 (stereo not drawn) | 1.2 | 6.1
CC1=C(C(=O)N2CCOCC2)CC(CC(=O)NCCCN(C)C)C(=O)N1CCC1=CCCCC1 (stereo not drawn) | 3.7 | -4.4
O=C(NCc1ccccn1)C1CCCN(S(=O)(=O)c2cc(Cl)ccc2Cl)C1 (stereo not drawn) | 66.5 | -68.6
COc1ccc(-c2csc(N3CCN(C(=O)c4ccccc4)CC3)n2)cc1 | -22.8 | -5.5
Cn1c(=O)c2cc(NC(=O)CCc3cccnc3)ccc2n1Cc1ccc(F)cc1 | -4.1 | 23.1
c1ccc2c(CN3CCCCC3)csc2c1 | -10.9 | 2.2
COCC(C)NC(=O)c1cc2cccc([N+](=O)[O-])c2[nH]1 (stereo not drawn) | -10.3 | -2.1
COCCNc1nc(Nc2ccc(C(=O)OC)cc2)c2sccc2n1 | 12.3 | -5.0
CCCCCCn1c(=O)n2n(c1=O)[C@@H]1CN(S(=O)(=O)c3ccc(C)cc3)C[C@]1(O)[C@@H](OC(=O)NCc1ccccc1)C2 | 10.4 | -8.8
Cc1nc(Nc2ccc(Cl)cc2)c(C#N)c(=O)[nH]1 | 8.7 | -9.6
O=C(N[C@H](CO)Cc1ccccc1)c1ccco1 | 1.2 | 5.4
CC(C)N1CCc2c(sc(NC(=O)CN3C(=O)c4ccccc4C3=O)c2C(N)=O)C1 | 1.2 | -0.2
Cc1cc(C(=O)OCC(=O)N2CCC(c3ccccc3)=N2)ccc1[N+](=O)[O-] | 8.1 | -3.7
C=CCOc1cccc(C2c3c(oc4ccc(F)cc4c3=O)C(=O)N2CCCN2CCOCC2)c1 (stereo not drawn) | 9.2 | -1.3
CCc1nc2c(OCc3cccc(Cl)c3)cccn2c1N(C)C(=O)c1ccc(OC)cc1 | -6.4 | -5.8
CC1(C)CC(NC(=O)c2cc(Cl)ccc2Cl)CC(C)(C)N1 | 5.5 | -10.7
O=C(COC(=O)Cc1cccc(C(F)(F)F)c1)NC(=O)NC1CCCC1 | -20.5 | 8.9
C=CCOc1c2ccc(C(=O)NCc3ccc(C)cc3)cc2nn1C | 5.6 | -4.8
CN(C)c1cccc(-c2nnc(SCCCC#N)o2)c1 | -19.5 | 13.2
CC(C)CCN(CCC(C)C)CC(O)Cn1c2ccccc2c(=O)c2ccccc21 (stereo not drawn) | -5.1 | 88.0
Cc1ccc(C2CC(C(F)(F)F)n3ncc(C(=O)NCc4ccco4)c3N2)cc1 (stereo not drawn) | 20.1 | 14.0
Cc1ccc(NS(=O)(=O)c2cccc(C(=O)NCC3CCCO3)c2)cc1 (stereo not drawn) | 0.4 | -2.7
CCCCn1c(SC(C)C(=O)NCC2CCCO2)nc2cc(C(=O)OC)ccc2c1=O (stereo not drawn) | 10.9 | -4.5
c1csc(-c2nn3cnnc3c3ccccc23)c1 | 6.9 | 4.0
CC(C)CNC(=O)C(=O)NCCCN1CCOCC1 | 13.2 | -11.0
CC(=O)N1CCN(CC(=O)Nc2cc(F)ccc2C)CC1 | 2.1 | 0.5
CCCn1cc(CN2CCCC(CNC(=O)c3ccc(F)cc3)C2)c(C)n1 (stereo not drawn) | 9.8 | 8.1

(cont.)
SMILES | TAG inh | TAG inh DAPI viability
CCOc1ccc(NC(=S)N2CCCN(Cc3cc(C)ccc3C)C2)cc1 | 18.0 | 2.6
CCn1cc(C(=O)O)c(=O)c2cc(Br)ccc21 | 14.2 | 14.0
CCN(CC)c1ccc(C2NC(=O)c3ccccc3N2)cc1 (stereo not drawn) | 26.3 | 3.7
COc1cccc(C#CC2=CC(=O)CC(C)(C)C2)c1 | -6.7 | -4.2
COc1ccc(C=C(NC(=O)c2ccccc2)C(=O)O)cc1OC | -0.2 | 1.2
O=C(Nc1cc(Cl)ccc1-n1cncn1)C1CC1 | 7.6 | -5.8
CCCCc1cc(=O)oc2cc(OCC(=O)N3CCc4ccccc43)ccc12 | 1.2 | -10.0
C=CCN(CC=C)C(=O)COC(=O)c1n[nH]c2ccccc12 | -12.6 | 5.7
Clc1nssc1=Nc1nncs1 | -17.6 | 5.2
Cc1ccc(C2=NN(CC(=O)NCc3ccccn3)C(=O)CC2)cc1 | -2.5 | 2.8
CC(C)(C)C1=Nn2c(nnc2-c2ccccn2)SC1 | -5.2 | 5.3
Cc1ccc(C(=O)O)cc1NC(=O)CN1C(=O)C2C3c4ccccc4C(Br)(c4ccccc43)C2C1=O (stereo not drawn) | 10.3 | -5.7
NC(=O)C1CCN(c2oc(-c3cccs3)nc2S(=O)(=O)c2ccc(Br)cc2)CC1 | -0.3 | -2.3
CC1CCN(c2ccc(N3C(=O)C4CCCCC4C3=O)cc2[N+](=O)[O-])CC1 (stereo not drawn) | -9.0 | 2.3
Cc1nc2ccc(Nc3ccncc3)cc2s1 | 0.3 | 8.5
Cc1cc(C(=O)NCc2ccc(Cl)cc2)n(-c2ccccc2)n1 | -9.2 | 0.7
Cc1cc(C)nc(Nc2nc(C(N)Cc3ccc(F)cc3)cs2)n1 (stereo not drawn) | 41.4 | -16.3
NC(=O)c1c(NC(=O)c2ccc(N3C(=O)CCC3=O)cc2)sc2c1CCCC2 | -7.0 | -0.8
Cc1cccc(Nc2cc(C)c3c(O)cccc3n2)c1C | -10.8 | 16.8
CCN(CC(=O)Nc1cc(Cl)ccc1C)C(=O)CCOc1ccc(C)cc1 | 4.7 | -8.4
COc1ccc(NC(=O)NCCCCc2ccccc2)cc1OC | 3.9 | -7.0
Cc1cccc(C)c1NC(=O)CSc1ncnc2[nH]ncc12 | -8.2 | -1.5
CCOc1ccc(C2=C(C=Nc3c(C)n(C)n(-c4ccccc4)c3=O)C(c3ccc(F)cc3)c3ccccc3O2)cc1 (stereo not drawn) | 36.8 | -6.8
S=C(Nc1ccc(Nc2ccccc2)cc1)N1CCN(c2ncccn2)CC1 | 4.4 | 1.1
Cc1ccc2nc(-c3ccncc3)cc(C(=O)NCCc3ccc(F)cc3)c2c1 | 4.6 | -5.6
CC(C(=O)Nc1ccc(C#N)cc1)N(C)CC(=O)Nc1cccc(F)c1 (stereo not drawn) | -0.5 | 1.8
Cc1ccccc1NC(=O)N1C2CCCC1CC(NC(=O)C1CC1)C2 (stereo not drawn) | -16.4 | 8.5
COc1cccc(-c2nnc(SCc3ccccn3)n2C)c1 | -15.3 | -0.8
O=C(NN1C(=O)/C(=C/C=C/c2ccco2)SC1=S)c1ccccc1O | -6.1 | -0.6
COc1ccc(Cl)cc1N(CC(=O)Nc1ccc2c(c1)OCO2)S(C)(=O)=O | 8.2 | 0.3

As a short view, some entries already given.
SMILES | TAG inh | TAG inh DAPI viability
COc1cccc(-c2nnc(SCc3ccccn3)n2C)c1 | -15.3 | -0.8
O=C(NN1C(=O)/C(=C/C=C/c2ccco2)SC1=S)c1ccccc1O | -6.1 | -0.6
COc1ccc(Cl)cc1N(CC(=O)Nc1ccc2c(c1)OCO2)S(C)(=O)=O | 8.2 | 0.3

Going on with the list.
SMILES | TAG inh | TAG inh DAPI viability
Cc1ccc2cccc([N+](=O)[O-])c2n1 | -12.5 | -2.9
O=S(=O)(c1cccc2cccnc12)N1CCN(c2ccccn2)CC1 | -1.8 | 11.5
CC(=O)Nc1ccc(C=Cc2ccc([N+](=O)[O-])cc2)cc1 | -21.7 | -8.1
O=C(OCc1ccccc1)N1CCC2CC1c1ccc(-c3ccc4c(c3)OCO4)cc12 (stereo not drawn) | 1.3 | 8.8
CC(OC(=O)c1nc(Cl)ccc1Cl)C(=O)NC1CCCCC1C (stereo not drawn) | 3.0 | 3.4
CCOC(=O)C1CCN(C(c2cccc(F)c2)c2sc3nc(C)nn3c2O)CC1 (stereo not drawn) | 18.8 | -14.7
Cc1cc(C)n2nc(-c3ccc(F)cc3)cc2n1 | 18.1 | -4.8
COc1ccc(/C=C/C(=O)CC(O)(c2ccccc2)C(F)(F)F)cc1 (stereo not drawn) | -7.2 | -0.2
Cc1cc(Cl)c(O)c(-n2nc3ccccc3n2)c1 | 8.7 | 6.2
CCNc1nc(Cl)nc(N(NC(C)=O)C(C)C)n1 | 17.7 | -15.8

Quoted at random: 3 compounds from above.
SMILES | TAG inh | TAG inh DAPI viability
CC(OC(=O)c1nc(Cl)ccc1Cl)C(=O)NC1CCCCC1C (stereo not drawn) | 3.0 | 3.4
COc1ccc(/C=C/C(=O)CC(O)(c2ccccc2)C(F)(F)F)cc1 (stereo not drawn) | -7.2 | -0.2
Cc1cc(C)n2nc(-c3ccc(F)cc3)cc2n1 | 18.1 | -4.8

Following part
SMILES | TAG inh | TAG inh DAPI viability
Cc1cc(C)cc(NC(=O)c2cnn(-c3ccccc3)c2C2CCNCC2)c1 | 9.7 | -9.0
CCOC(=O)C[C@H]1c2ccc(C(F)(F)F)cc2S(=O)(=O)N1c1ccccc1 | -19.6 | -4.7
CCOc1nc(N(C)C)nc(-n2nnc(C(C)=O)c2C)n1 | -9.9 | 1.9
COc1ccc(C(=O)N2CCC2(C)C(=O)NC(C)C)cc1OC (stereo not drawn) | 2.4 | 6.8
COc1cccc(Cl)c1NC(=O)N1CCN(c2cc(C)nc3ccccc23)CC1 | -6.2 | 8.8
N#Cc1ccccc1OCC(=O)OCC(=O)NC1CCCCC1 | 5.2 | 7.0
O=C(COC(=O)/C=C/c1cccc(Cl)c1Cl)Nc1ccc2[nH]c(=O)[nH]c2c1 | -4.9 | -2.7
CC1CCC(NC(=O)C2CCN(c3cnccn3)CC2)CC1 (stereo not drawn) | 11.6 | 6.1
Cn1nc(CC(=O)NC2CCCCCC2)c2ccccc2c1=O | -23.7 | 4.4
CC(=O)CS(=O)(=O)c1ccc(Oc2ccc(S(=O)(=O)CC(C)=O)cc2)cc1 | -0.9 | 1.0
COc1ccc(C)cc1NC(=O)CSc1nc2ccccc2nc1N1CC(C)OC(C)C1 (stereo not drawn) | 8.1 | 4.3
COc1ccc(C2NC(=O)c3ccccc3O2)c(OC)c1OC (stereo not drawn) | -2.1 | 0.6
CCOc1cc(C2c3c(oc4ccccc4c3=O)C(=O)N2c2nccs2)ccc1O (stereo not drawn) | 0.0 | 0.7
Cc1nn(C)c(C)c1S(=O)(=O)N1CCc2ccccc21 | -12.4 | 1.2
O=C(CC1C(=O)NCCN1Cc1ccc(F)cc1)NCCOc1cccnc1 (stereo not drawn) | -4.4 | 4.6
COc1ccc(Nc2ncc(C(=O)N3CCN(Cc4ccccc4)CC3)c3ccccc23)cc1 | 18.7 | 4.7
CC1=C(C)CC(C(=O)N2CCN(Cc3ccccc3)CC2)C(C(=O)O)C1 (stereo not drawn) | -4.2 | 8.7
O=C1CN(C(=O)CCCc2c[nH]c3ccccc23)c2ccccc2N1 | 5.3 | -2.4
CCN1CCN(c2ccc(S(=O)(=O)N3CCOCC3)cc2NC(=O)CC(C)C)CC1 | -11.9 | 1.1
CCOc1ncccc1C(=O)Nc1ccc2c(c1)OCCO2 | -12.6 | 3.7

Compound profiles (already shown). Order of values: TAG inh, TAG inh DAPI viability
Profile of COc1ccc(C)cc1NC(=O)CSc1nc2ccccc2nc1N1CC(C)OC(C)C1 (stereo not drawn) = 8.1, 4.3
Profile of CC(=O)Nc1cccc(NC(=O)C(F)(F)F)c1 = -1.2, -1.4

Next compounds follow.
SMILES | TAG inh | TAG inh DAPI viability
COc1cccc2c1C(=O)c1c(O)c3c(c(O)c1C2=O)C[C@@](O)(C(C)=O)C[C@@H]3O[C@H]1C[C@H](N)[C@H](O)[C@H](C)O1 | -18.3 | -114.8
O=C(NCc1ccc(Cl)cc1)c1cnccn1 | -14.3 | 3.7
COc1cccc(C(=O)NCCS(=O)(=O)N2CCCCCC2)c1 | 4.0 | -1.5
CCOc1ccc(Br)cc1/C=N/NC(=O)c1ccncc1 | 0.6 | 0.5

Screening data: PubChem BioAssay, Sanford-Burnham Center for Chemical Genomics

Some of the compounds tested; rates above refer to the full screens.
